PfHsp40 yeast = restores yeast growth despite PfHsp40 toxicity; S. cerevisiae expressing PfHsp40, growth rescue, ATP luminescence; growth rescue, % at 12.5 µM; hit rate 0.68% among 340,000; in the data active = growth rescue above about 28%, passing the limit was not always enough; inconclusive = no clear call, values can overlap the other calls;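 note: yeast W303a lacking pdr1 and pdr3 grown in galactose medium; growth measured after three days at 30 °C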
BoNT A protease = blocks Botulinum neurotoxin A light chain protease; multiplex microsphere protease substrate cleavage, flow cytometry; inhibition, % at 10 µM; hit rate 0.17% among 360,000; AID 588499; note: plate controls were buffer without enzyme for full effect and enzyme alone for no effect
SSB-PriA inh = inhibitors of Klebsiella pneumoniae PriA binding to SSB C-terminal tail | AlphaScreen SSBct-PriA binding, biotinylated peptide | hit rate 0.6% among 430,000 | AID 1272365 | inhibition, % at 33 µM; in the data active = inhibition mostly above about 37%, no sharp cut-off; inactive = mostly below about 20%;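 note: plate controls were negative control peptide for no effect and reference peptide for full effect; strong numbers were not always called active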
SARS 3CLpro inh = SARS-CoV 3CLpro protease inhibition. hit rate 0.14% among 290,000. recombinant SARS-CoV 3CLpro, quenched FRET peptide cleavage. inhibition, % at 6 µM. AID 1706. P0C6X7; in the data active = inhibition above about 12%
Yp Topo-I inh = inhibitors of Yersinia pestis topoisomerase I; Y. pestis Topo-I cleavage product accumulation, plate reader; activity, % at 10 µM; hit rate 0.064% among 360,000; AID 504884; in the data active = activity above about 50%, passing the limit was not always enough; inconclusive = no clear call, values can overlap the other calls; note: inactives centre near 2
Anthrax LF prot = inhibitors of Bacillus anthracis lethal factor protease | P15917 | multiplex microsphere protease cleavage assay, LF | inhibition, % at 10 µM | hit rate 0.12% among 360,000; note: plate controls were buffer without enzyme for full effect and enzyme alone for no effect
Target sequence (P15917 whole entry, looked up): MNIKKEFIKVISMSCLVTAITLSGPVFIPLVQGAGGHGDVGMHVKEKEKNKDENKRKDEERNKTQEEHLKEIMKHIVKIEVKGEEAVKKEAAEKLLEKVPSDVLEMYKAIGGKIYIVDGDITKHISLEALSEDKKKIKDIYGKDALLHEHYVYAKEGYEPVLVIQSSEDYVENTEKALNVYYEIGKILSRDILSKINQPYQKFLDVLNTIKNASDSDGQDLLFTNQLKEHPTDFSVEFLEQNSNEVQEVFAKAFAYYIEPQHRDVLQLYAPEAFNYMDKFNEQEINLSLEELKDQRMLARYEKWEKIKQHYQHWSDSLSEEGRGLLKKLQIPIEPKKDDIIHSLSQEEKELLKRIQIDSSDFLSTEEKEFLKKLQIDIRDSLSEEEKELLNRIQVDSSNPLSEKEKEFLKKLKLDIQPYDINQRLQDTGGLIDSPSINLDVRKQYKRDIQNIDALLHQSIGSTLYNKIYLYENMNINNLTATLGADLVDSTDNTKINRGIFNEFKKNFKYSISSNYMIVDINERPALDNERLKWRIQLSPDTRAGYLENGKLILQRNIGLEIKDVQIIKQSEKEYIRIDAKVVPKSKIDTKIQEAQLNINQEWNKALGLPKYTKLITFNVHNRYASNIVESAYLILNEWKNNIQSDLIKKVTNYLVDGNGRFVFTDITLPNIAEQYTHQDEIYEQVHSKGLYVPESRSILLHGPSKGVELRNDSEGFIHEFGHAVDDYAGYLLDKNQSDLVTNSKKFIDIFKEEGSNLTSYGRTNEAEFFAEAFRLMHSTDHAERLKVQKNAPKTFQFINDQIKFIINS
CCHF vOTU inh = CCHFV vOTU protease inhibition. Pep-AMC fluorescence. inhibition, % at 11.5 µM. hit rate 0.55% among 370,000. AID 651958; in the data active = inhibition above about 30%; note: 0% = vehicle wells with enzyme and 100% = no enzyme wells
DUSP3 inh = inhibitors of human VHR1 phosphatase (DUSP3). hit rate 0.52% among 290,000. AID 1654. P51452. inhibition, % at 13.3 µM. recombinant VHR phosphatase, pNPP absorbance; in the data active = inhibition above about 50%; note: some compounds called inactive have numbers as strong as hits
Target sequence (P51452 whole entry, looked up): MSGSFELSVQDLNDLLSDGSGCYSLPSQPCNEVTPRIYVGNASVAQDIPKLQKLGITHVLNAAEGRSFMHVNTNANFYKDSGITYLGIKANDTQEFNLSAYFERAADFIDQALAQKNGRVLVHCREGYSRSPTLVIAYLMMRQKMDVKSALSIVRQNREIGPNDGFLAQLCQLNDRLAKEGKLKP
TcdB GH inh = inhibitors of Clostridioides difficile toxin B glycohydrolase; hit rate 0.24% among 350,000; TcdB glycohydrolase enzymatic assay, plate reader; AID 652162; inhibition, % at 9.99 µM; in the data active = inhibition above about 10%
BH1578 lux ind = induces V. cholerae light production without autoinducers; V. cholerae BH1578 lux reporter, luminescence, 6 h; hit rate 0.16% among 350,000; activation, % at 18.7 µM; in the data active = activation mostly above about 9.7%, no sharp cut-off; inconclusive = no clear call, values can overlap the other calls; inactive = mostly below about 3.7%; note: not every result past the cut was called active; inactives centre near 0; reference of the scale not given here
Active calls of the source: *. Cut-off read from the data, not from the text of the source, unless noted: active = inhibition above about 30%; inconclusive = no clear call, values can overlap the other calls; inactive = below that. A portion of the library, so the mix of outcomes need not match the whole.

`CN1CCc2c1nc1ccccc1c2N` (tested in a mixture with another compound) gave PfHsp40 yeast -0.4, BoNT A protease 1.5, SARS 3CLpro inh -7, Yp Topo-I inh -1, Anthrax LF prot -8, CCHF vOTU inh -49, DUSP3 inh -4, TcdB GH inh 1.3 and BH1578 lux ind -1.0.
For O=C(COC(=O)c1ccccc1NCCO)NCC1CCCCC1 the results were PfHsp40 yeast -0.3, BoNT A protease 2.7, SSB-PriA inh -6, Yp Topo-I inh 11, Anthrax LF prot -7, CCHF vOTU inh -92, TcdB GH inh 0.2 and BH1578 lux ind -2.1.
`C=CCn1c(SCc2csc(C)n2)nc2scc(-c3ccc(C)o3)c2c1=O` gave PfHsp40 yeast 1.6, BoNT A protease 4.8, SSB-PriA inh 3, SARS 3CLpro inh 4, Yp Topo-I inh 10, Anthrax LF prot -15, CCHF vOTU inh -20, DUSP3 inh 11, TcdB GH inh 0.1 and BH1578 lux ind 4.4.
Screening Cc1cc2ccccc2n2c(SCC(=O)N3CCOCC3)nnc12 returned PfHsp40 yeast -1.1, BoNT A protease -0.6, SSB-PriA inh -19, SARS 3CLpro inh -2, Yp Topo-I inh 2, Anthrax LF prot 2, CCHF vOTU inh -12, DUSP3 inh 24, TcdB GH inh 0.7 and BH1578 lux ind -0.4.
`O=C(CCCn1c(=S)[nH]c2ccsc2c1=O)NCCc1ccccc1` gave PfHsp40 yeast -1.3, BoNT A protease -1.9, SSB-PriA inh -4, SARS 3CLpro inh -2, Yp Topo-I inh -5, Anthrax LF prot -1, CCHF vOTU inh 0, DUSP3 inh 8, TcdB GH inh 0.6 and BH1578 lux ind 0.2.
For CN1C(=O)c2ccc(N(C)C)cc2C1=O the results were PfHsp40 yeast -1.5, BoNT A protease 0.6, SSB-PriA inh -9, SARS 3CLpro inh -1, Yp Topo-I inh -3, Anthrax LF prot 6, CCHF vOTU inh 8, DUSP3 inh -14 and BH1578 lux ind 0.5.
For C=CCN(Cc1nc(-c2ccccc2)no1)C(=O)c1ccoc1C the results were PfHsp40 yeast -0.5, BoNT A protease 0.8, SSB-PriA inh -2, SARS 3CLpro inh -9, Yp Topo-I inh 23, Anthrax LF prot 3, CCHF vOTU inh 14, DUSP3 inh 2, TcdB GH inh 1.4 and BH1578 lux ind -1.9.
For CCN(CC)C(=O)CN1CCC(n2c(C)nc3cc(C(F)(F)F)ccc32)CC1 the results were PfHsp40 yeast -0.6, BoNT A protease -0.7, SSB-PriA inh -21, SARS 3CLpro inh 8, Yp Topo-I inh 11, Anthrax LF prot 11, CCHF vOTU inh 0, DUSP3 inh 17 and BH1578 lux ind 1.7.
Cc1ccc(C)c(NC(=O)c2cnc3n(c2=O)CCS3)c1 was read as PfHsp40 yeast 0.2, BoNT A protease -2.3, SSB-PriA inh -2, SARS 3CLpro inh -14, Yp Topo-I inh inconclusive, Anthrax LF prot 0, CCHF vOTU inh 18, DUSP3 inh 15, TcdB GH inh 1.1 and BH1578 lux ind -0.3.
For CCOC(=O)N1CCN(C(=O)c2ccc(-n3c(C)ccc3C)cc2)CC1 the results were PfHsp40 yeast -1.3, BoNT A protease -0.7, SSB-PriA inh -1, SARS 3CLpro inh 3, Yp Topo-I inh 22, Anthrax LF prot -1, CCHF vOTU inh 12, DUSP3 inh 9 and BH1578 lux ind -0.3.
For O=C(O)C1CSC(c2coc3ccccc3c2=O)N1 (stereo unspecified) the results were PfHsp40 yeast -0.9, BoNT A protease 0.4, SSB-PriA inh 0, SARS 3CLpro inh -1, Yp Topo-I inh 8, Anthrax LF prot 1, CCHF vOTU inh -11, DUSP3 inh 4, TcdB GH inh -0.9 and BH1578 lux ind -0.2.
Screening C=CCOc1ccc(C2/C(=C(\O)c3c(C)[nH]c(C(=O)OC)c3C)C(=O)C(=O)N2CCN(C)C)cc1 (stereo unspecified) returned PfHsp40 yeast 1.2, BoNT A protease 0.2, SARS 3CLpro inh -2, Yp Topo-I inh -9, Anthrax LF prot 1, CCHF vOTU inh 19, DUSP3 inh -2 and TcdB GH inh -1.5.
For c1csc(CCNc2ncnc3sc4c(c23)CCC4)c1 the results were PfHsp40 yeast 7.2, BoNT A protease -0.7, SSB-PriA inh -28, Yp Topo-I inh 15, Anthrax LF prot -4, CCHF vOTU inh 7, DUSP3 inh 29, TcdB GH inh 1.2 and BH1578 lux ind -0.3.
Screening COc1ccc(C2(O)CCN(CC(=O)Nc3nc(-c4ccccc4)cs3)CC2)cc1 returned PfHsp40 yeast -0.7, BoNT A protease -1.0, SSB-PriA inh 1, SARS 3CLpro inh 2, Yp Topo-I inh 23, Anthrax LF prot -8, CCHF vOTU inh 0, DUSP3 inh 14, TcdB GH inh 1.8 and BH1578 lux ind inactive.
For O=C(c1cc(Cl)c(=O)n(Cc2ccccc2)c1)N1CCOCC1 the results were PfHsp40 yeast -1.6, BoNT A protease 0.4, SSB-PriA inh -11, SARS 3CLpro inh 0, Yp Topo-I inh -2, Anthrax LF prot 1, CCHF vOTU inh -1, DUSP3 inh 37 and BH1578 lux ind 0.4.
Screening CC(=O)c1sc(NC(=O)C2CSC3(C)CCC(=O)N23)nc1-c1ccccc1 (stereo unspecified) returned PfHsp40 yeast -0.8, BoNT A protease -0.7, SSB-PriA inh -4, Yp Topo-I inh 3, Anthrax LF prot 3, CCHF vOTU inh 15, TcdB GH inh 2.2 and BH1578 lux ind -0.8.
Cc1ccc(/C=N/Nc2cccc(C(=O)O)c2)s1 was read as PfHsp40 yeast 0.0, BoNT A protease 0.0, SARS 3CLpro inh 4, Yp Topo-I inh -12, Anthrax LF prot -2, CCHF vOTU inh -2, DUSP3 inh -4 and BH1578 lux ind inactive.
Screening CC(=O)Nc1cccc(C(=O)OCC(=O)Nc2nnc(-c3ccccc3)o2)c1 returned PfHsp40 yeast 0.0, BoNT A protease 4.6, SSB-PriA inh -8, Yp Topo-I inh 3, Anthrax LF prot 0, CCHF vOTU inh -4, TcdB GH inh 0.3 and BH1578 lux ind -5.0.
Cc1ccc(NC(=O)CN2C(=O)NC3(CCCC3)C2=O)cc1S(=O)(=O)N1CCCCC1 was read as PfHsp40 yeast -0.6, BoNT A protease -0.4, SSB-PriA inh -1, Yp Topo-I inh -5, Anthrax LF prot -3, CCHF vOTU inh 3, TcdB GH inh -0.5 and BH1578 lux ind -0.4.
For COC(=O)c1sccc1-c1ccc(/C=N/OCc2c(Cl)cccc2Cl)o1 the results were PfHsp40 yeast -1.9, BoNT A protease 0.6, SARS 3CLpro inh 4, Yp Topo-I inh -1, Anthrax LF prot -5, CCHF vOTU inh -3, DUSP3 inh -6 and BH1578 lux ind -0.7.
Cc1cccc(NS(=O)(=O)c2cccc(C(=O)NCC(c3ccc(F)cc3)N3CCOCC3)c2)c1 (stereo unspecified) was read as PfHsp40 yeast 4.0, BoNT A protease -0.2, SSB-PriA inh 1, Yp Topo-I inh 13, Anthrax LF prot -4, CCHF vOTU inh 14, TcdB GH inh 0.7 and BH1578 lux ind -0.3.
CCC1C(=O)N=C(SCC(=O)Nc2ccc(C)cc2)N(c2ccccc2)C1=O (stereo unspecified) was read as PfHsp40 yeast 1.0, BoNT A protease -0.5, SSB-PriA inh -4, SARS 3CLpro inh 2, Yp Topo-I inh -11, Anthrax LF prot 2, CCHF vOTU inh 2, DUSP3 inh 1, TcdB GH inh 1.1 and BH1578 lux ind -0.4.
Cc1ncc(CN2CCC(CO)(CCc3ccccc3)CC2)s1 was read as PfHsp40 yeast 0.2, BoNT A protease -0.3, SSB-PriA inh 3, SARS 3CLpro inh 5, Yp Topo-I inh 12, Anthrax LF prot 1, CCHF vOTU inh 15, DUSP3 inh 26, TcdB GH inh 1.3 and BH1578 lux ind 1.4.
O=C(NCCN1CCC2(CC1)C(=O)NCN2c1cccc(F)c1)c1ccc2ccccc2c1 was read as BoNT A protease 1.2, Anthrax LF prot -8, CCHF vOTU inh 4 and TcdB GH inh -11.
CSCC[C@H](NC(=O)c1nn(C)c(=O)c2ccccc12)c1nc2ccccc2[nH]1 was read as PfHsp40 yeast 0.5, BoNT A protease 0.3, SSB-PriA inh -15, SARS 3CLpro inh 3, Yp Topo-I inh -1, Anthrax LF prot -11, CCHF vOTU inh -11, DUSP3 inh 15 and BH1578 lux ind -3.7.
`Cc1ccc(-c2nc3ccc(Cl)cn3c2CC(C)(C)C)cc1` gave BoNT A protease 0.2, Yp Topo-I inh -4, Anthrax LF prot 3, CCHF vOTU inh 6, TcdB GH inh 0.8 and BH1578 lux ind -0.2.
`c1csc(CNc2nc(Oc3ccncc3)c3sccc3n2)c1` gave BoNT A protease 0.1, Yp Topo-I inh 0, Anthrax LF prot -5, CCHF vOTU inh -44, TcdB GH inh 1.0 and BH1578 lux ind -0.7.
For CCOC(=O)C1=C[C@@H](C(C)(C)C)N(S(=O)(=O)c2ccc(C)cc2)[C@H]1c1cccc(Cl)c1 the results were BoNT A protease 0.0, Anthrax LF prot 0, CCHF vOTU inh 14 and TcdB GH inh 0.9.
For COc1ccc(-c2csc(NC(=O)CC(NC(C)=O)c3ccccc3)n2)cc1OC (stereo unspecified) the results were PfHsp40 yeast 0.3, BoNT A protease -1.6, SSB-PriA inh -3, SARS 3CLpro inh -1, Yp Topo-I inh 11, Anthrax LF prot -3, CCHF vOTU inh -11, DUSP3 inh 30, TcdB GH inh -1.3 and BH1578 lux ind -0.4.
For COc1c(C)cc(C(O)c2ncc(-c3cccc4ccccc34)[nH]2)cc1C (stereo unspecified) the results were BoNT A protease -0.1, Yp Topo-I inh 7, Anthrax LF prot -4, CCHF vOTU inh -2, TcdB GH inh 0.2 and BH1578 lux ind -0.4.
For CN(C)CCOC(C1CCCCC1)C1CCCCC1 the results were PfHsp40 yeast -0.3, BoNT A protease -2.6, SSB-PriA inh -24, SARS 3CLpro inh -10, Yp Topo-I inh 8, Anthrax LF prot -6, CCHF vOTU inh 19, DUSP3 inh 24, TcdB GH inh 1.4 and BH1578 lux ind -0.3.
`O=C(COc1coc(CN2CCN(c3ccccc3)CC2)cc1=O)NCC1CCCO1` (stereo unspecified) gave PfHsp40 yeast -1.7, BoNT A protease 0.5, SSB-PriA inh -2, Yp Topo-I inh 1, Anthrax LF prot 0, CCHF vOTU inh 2, TcdB GH inh 1.6 and BH1578 lux ind inactive.
`O=C(O)c1cccnc1Nc1ccc(Cl)cc1` gave PfHsp40 yeast 0.8, BoNT A protease 0.9, SSB-PriA inh -1, SARS 3CLpro inh 3, Yp Topo-I inh 7, Anthrax LF prot 0, CCHF vOTU inh 4, DUSP3 inh 26, TcdB GH inh -0.3 and BH1578 lux ind inactive.
For CCN1C(=O)[C@H]2[C@@H](c3ccc(C)cc3)N3C(=O)N(c4cccc(F)c4)C(=O)[C@@]3(C)[C@H]2C1=O the results were PfHsp40 yeast 0.7, BoNT A protease -0.1, SSB-PriA inh 0, SARS 3CLpro inh 1, Yp Topo-I inh 0, Anthrax LF prot 2, CCHF vOTU inh 11, DUSP3 inh -3, TcdB GH inh 1.7 and BH1578 lux ind -0.8.
CCN(CC)C(=O)[C@H]1C[C@H](CC(=O)NCCN2CCOCC2)C(=O)N2CCc3c([nH]c4cc(-c5ccco5)ccc34)[C@]12C was read as PfHsp40 yeast 6.9, BoNT A protease 0.3, SSB-PriA inh -4, Yp Topo-I inh 26, Anthrax LF prot -8, CCHF vOTU inh -45, TcdB GH inh 1.2 and BH1578 lux ind inactive.
